Source: PubChem BioAssay
AMPAR-TARP mod = modulates AMPAR-stargazin complexes; O88602+P19491; HEK293 GluA2+stargazin, membrane potential dye (FDSS), glutamate EC50; hits were called plate by plate, in both directions; calls only at 30 µM; 40,000 compounds, 3.5% hits; AID 1259245;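 active = any of four per-well response measures lying three or more SD from its plate-wide compound average, in either direction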
Target sequence (O88602 whole entry, looked up): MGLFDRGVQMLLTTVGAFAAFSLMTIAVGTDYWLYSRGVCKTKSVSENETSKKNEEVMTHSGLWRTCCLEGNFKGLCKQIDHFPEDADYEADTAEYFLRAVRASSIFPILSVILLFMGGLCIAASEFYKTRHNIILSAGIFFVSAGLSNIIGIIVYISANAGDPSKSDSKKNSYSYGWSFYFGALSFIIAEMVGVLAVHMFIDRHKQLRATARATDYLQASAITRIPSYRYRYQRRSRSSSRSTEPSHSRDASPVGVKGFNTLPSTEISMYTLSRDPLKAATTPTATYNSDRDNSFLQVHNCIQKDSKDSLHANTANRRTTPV
Target sequence (P19491 whole entry, looked up): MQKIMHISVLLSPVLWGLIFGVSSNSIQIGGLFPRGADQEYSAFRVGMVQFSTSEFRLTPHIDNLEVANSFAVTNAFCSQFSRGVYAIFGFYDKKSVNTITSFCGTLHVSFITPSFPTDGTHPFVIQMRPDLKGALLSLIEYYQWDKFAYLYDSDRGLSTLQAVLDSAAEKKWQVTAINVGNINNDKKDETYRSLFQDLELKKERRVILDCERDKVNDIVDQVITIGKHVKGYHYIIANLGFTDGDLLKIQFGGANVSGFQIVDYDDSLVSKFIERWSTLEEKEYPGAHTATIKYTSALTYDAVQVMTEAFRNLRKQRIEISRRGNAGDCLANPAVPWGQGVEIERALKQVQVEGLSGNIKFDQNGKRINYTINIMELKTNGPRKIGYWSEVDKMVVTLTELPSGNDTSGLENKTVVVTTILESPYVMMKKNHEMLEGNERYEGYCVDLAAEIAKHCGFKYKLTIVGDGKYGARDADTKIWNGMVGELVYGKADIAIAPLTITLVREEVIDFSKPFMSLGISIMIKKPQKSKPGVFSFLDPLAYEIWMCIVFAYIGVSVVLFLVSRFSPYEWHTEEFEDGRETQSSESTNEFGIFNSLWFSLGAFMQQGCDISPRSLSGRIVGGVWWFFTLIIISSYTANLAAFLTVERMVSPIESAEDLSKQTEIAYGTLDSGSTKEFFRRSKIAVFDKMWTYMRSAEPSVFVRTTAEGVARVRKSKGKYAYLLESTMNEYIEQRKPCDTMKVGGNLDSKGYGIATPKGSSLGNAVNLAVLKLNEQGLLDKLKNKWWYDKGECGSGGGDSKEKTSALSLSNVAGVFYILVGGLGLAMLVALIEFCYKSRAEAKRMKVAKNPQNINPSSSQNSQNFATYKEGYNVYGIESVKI
AMPAR-TARP mod agonism max-min = second read-out of AMPAR-TARP mod, no call of its own (marks repeat the call); compound max-min signal; compound-alone response (agonism);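 unitless range of fluorescence divided by baseline over first 100 seconds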
AMPAR-TARP mod glutamate slope = recorded beside AMPAR-TARP mod, whose call it bears; glutamate slope, % of max; measured here: glutamate response slope, % max;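 scaled per plate between vehicle wells and maximal 1 mM glutamate control wells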
* marks the source's active call; other numbers are inactive results; i = inactive; + = active, no number; & = joins results of further samples.

Every second line gives: AMPAR-TARP mod | AMPAR-TARP mod agonism max-min | AMPAR-TARP mod glutamate slope
- CN(C1CCCC1)S(=O)(=O)c1ccc(C(=O)Nc2nnc(-c3ccc(Cl)cc3)o2)cc1
 : i | 0.117 | 54.3
- CC(C)CCN1C(=O)C(C)(C)COc2ccc(NC(=O)COc3ccc(F)cc3)cc21
 : + | 0.068* | 86.4*
- Cc1ccccc1-c1noc(Cn2c(=O)n(Cc3ccccc3Cl)c(=O)c3sccc32)n1
 : i | 0.0313 | 27.8
- CS(=O)(=O)c1ccc(NC(=O)C2CN(c3nc4c(F)cccc4s3)C2)cc1
 : i | 0.0878 | 55.2
- O=C(/C=C/c1ccccc1)N1CCC2(CC1)NC(=O)N(CCc1ccccc1)C2=O
 : i | 0.0689 | 33.5
- CCOC(=O)c1ccc(NC(=O)CN2CCc3[nH]c4ccc(OC)cc4c(=O)c3C2)cc1
 : i | 0.0214 | 34.2
- C=CCN1CC(c2nc3ccccc3n2Cc2ccc(Cl)cc2)CC1=O (centres undefined)
 : + | 0.11* | 42.7*
- OC(COc1ccc2cc(Br)ccc2c1)CN1CCOCC1 (centres undefined)
 : i | 0.0833 | 54.7
- Cc1onc(-c2ccccc2Cl)c1C(=O)N1CCN(c2ncnc3c2nnn3C)CC1
 : i | 0.1 | 43.3
- O=C(NCC1CCN(c2ccccn2)CC1)Nc1ccc2c(c1)OCO2
 : i | 0.11 | 63.5
- COc1ccc(S(=O)(=O)N2CCCc3cc(NC(=O)CCc4ccccc4)ccc32)cc1
 : i | 0.128 | 69.6
- COc1ccc(Br)c(C(=O)NCC(C)(O)CCSC)c1 (centres undefined)
 : i | 0.0779 | 59.7
- CCOc1ccc2ccccc2c1C(=O)N1CCN(c2ncnc3c2nnn3C)CC1
 : i | 0.0696 | 52.1
- COc1ccc(-c2nnc(NC(=O)c3ccccc3)o2)c(OC)c1
 : i | 0.135 | 51.0
- O=S(=O)(c1ccc(-c2ccc(Cl)cc2)cc1)N1CCCC1
 : i | 0.0826 | 46.1
- CCCCNc1ncnc2ccc(Br)cc12
 : i | 0.105 | 28.3
- CC(Oc1ccc2c(c1)OCO2)C(=O)NCCn1nc(-c2ccccc2)ccc1=O (centres undefined)
 : i | 0.0827 | 44.6
- O=C(c1sc2cc(F)ccc2c1Cl)N1CCN(c2cccc(Cl)c2)CC1
 : i | 0.0398 | 48.7
- O=C(CCl)N1CCN(c2ncnc3c2nnn3-c2cccc(F)c2)CC1
 : i | 0.107 | 59.1
- Cc1c(-c2ccccc2)nc2ccccc2c1C(=O)Nc1ccc2c(c1)OCO2
 : i | 0.0627 | 43.0
- COCCCNC(=O)C(=O)Nc1ccc(C)cc1C
 : i | 0.0418 | 49.8
- CCOc1ccccc1N1C(=O)/C(=C/c2ccncc2)SC1=S
 : i | 0.0615 | 44.7
- CC(=O)Nc1ccc(NC(=O)CSc2nc(=O)n(CCO)c3c2CCCC3)cc1
 : i | 0.041 | 40.8
- CN1CCN(c2ccc(NC(=O)c3ccc(-c4ccc(Br)cc4)o3)cc2)CC1
 : i | 0.0821 | 33.5
- O=C(Nc1cc(-c2ccco2)nn1CCO)c1nc2ccccc2s1
 : i | 0.0982 | 69.0
- O=S1(=O)CCC(n2nc(-c3ccco3)cc2NS(=O)(=O)c2ccc(Cl)cc2)C1 (centres undefined)
 : i | 0.12 | 47.3
- CCCCN1CC(c2nc3ccccc3n2Cc2c(F)cccc2Cl)CC1=O (centres undefined)
 : + | 0.226* | 79.1*
- CCc1ccccc1NC(=O)c1cc(N2C(=O)CCS2(=O)=O)ccc1Cl
 : i | 0.129 | 77.1
- CCCCc1ccc(-n2c(C)cn3c4c(=O)n(CCOCC)c(=O)n(C)c4nc23)cc1
 : i | 0.0789 | 64.7
- COc1ccccc1-n1c(C)cn2c3c(=O)n(CC(N)=O)c(=O)n(C)c3nc12
 : i | 0.0589 | 62.7

Ordered by molar mass (falling): 3 of the compounds above.
Every second line gives: AMPAR-TARP mod | AMPAR-TARP mod agonism max-min | AMPAR-TARP mod glutamate slope
- CC(C)CCN1C(=O)C(C)(C)COc2ccc(NC(=O)COc3ccc(F)cc3)cc21
 : + | 0.068* | 86.4*
- O=C(c1sc2cc(F)ccc2c1Cl)N1CCN(c2cccc(Cl)c2)CC1
 : i | 0.0398 | 48.7
- CS(=O)(=O)c1ccc(NC(=O)C2CN(c3nc4c(F)cccc4s3)C2)cc1
 : i | 0.0878 | 55.2

The listing picks up with the 4 entries that preceded the break.
Every second line gives: AMPAR-TARP mod | AMPAR-TARP mod agonism max-min | AMPAR-TARP mod glutamate slope
- CCCCN1CC(c2nc3ccccc3n2Cc2c(F)cccc2Cl)CC1=O (centres undefined)
 : + | 0.226* | 79.1*
- CCc1ccccc1NC(=O)c1cc(N2C(=O)CCS2(=O)=O)ccc1Cl
 : i | 0.129 | 77.1
- CCCCc1ccc(-n2c(C)cn3c4c(=O)n(CCOCC)c(=O)n(C)c4nc23)cc1
 : i | 0.0789 | 64.7
- COc1ccccc1-n1c(C)cn2c3c(=O)n(CC(N)=O)c(=O)n(C)c3nc12
 : i | 0.0589 | 62.7
- Cc1ccc(Cl)cc1N1CCN(C(=O)c2nc(-c3cnccn3)no2)CC1
 : i | 0.109 | 61.2
- CSCCn1c(=NC(=O)c2ccc(Cl)s2)sc2cc(S(C)(=O)=O)ccc21
 : i | 0.0968 | 53.5
- Cc1noc(C)c1CCC(=O)Nc1ccc2cn[nH]c2c1
 : i | 0.117 | 69.1
- CC(C)(C)C1CCC(OCC(O)CN2CCN(CCO)CC2)CC1 (centres undefined)
 : i | 0.0506 | 53.5
- COc1ccc(CC(=O)N2CCN(c3ccc(-c4ccc(OC)c(OC)c4)nn3)CC2)cc1
 : i | 0.0315 | 32.7
- CCCCN(C)CCNC(=O)c1ccc2c(=O)n(Cc3ccc(Cl)cc3)c(=S)[nH]c2c1
 : i | 0.0816 | 74.4
- Cc1cc(NC(=O)c2ccccc2Cl)ccc1N1CCCCC1=O
 : i | 0.0944 | 55.0
- O=C(NCCCN1CCOC(c2ccccc2)C1)c1ccccc1Cl (centres undefined)
 : i | 0.0386 | 39.7
- COc1ccccc1-n1c(C)cn2c3c(=O)n(CC(=O)OCc4ccccc4)c(=O)n(C)c3nc12
 : i | 0.0348 | 44.0
- Cc1[nH]c(=O)[nH]c(=O)c1CC(=O)N1CCN(c2cccc(C(F)(F)F)c2)CC1
 : i | 0.128 | 90.8
- O=C(CCCS(=O)(=O)c1ccc(F)cc1)Nc1nc(-c2cc(Cl)sc2Cl)cs1
 : i | 0.0856 | 58.3
- Cc1ccc(-c2ncc3c(=O)n(CC(=O)Nc4ccc(C)c(F)c4)cnc3n2)cc1
 : i | 0.0905 | 56.1
- COc1ccc(N(CC(O)CNCC(=O)O)S(=O)(=O)c2ccc(C)cc2)cc1 (centres undefined)
 : i | 0.0953 | 63.8
- COCC(=O)N1CCN(c2ncnc3c2nnn3-c2cccc(OC)c2)CC1
 : i | 0.074 | 52.5
- C=CCn1c(SCC(=O)N2CCOCC2)nc2scc(-c3ccccc3Cl)c2c1=O
 : i | 0.0575 | 72.2
- CCOC(=O)C1CCCN(C(=O)Cc2cc(-c3ccc(F)cc3)on2)C1 (centres undefined)
 : i | 0.0735 | 47.0
- CCc1ccc(Oc2cc(N3CCC(C(=O)NCc4ccc(SC)cc4)CC3)ncn2)cc1
 : i | 0.102 | 51.4
- Cc1nn(C)cc1CN(C)C(=O)c1cccc(Cl)c1
 : i | 0.0959 | 62.7
- CC(=O)Nc1nn(C)c2c1C(c1cccs1)CC(=O)N2 (centres undefined)
 : i | 0.117 | 68.1
- COc1ccc(S(=O)(=O)CC(=O)Nc2nc(-c3ccc4c(c3)OCO4)cs2)cc1
 : i | 0.042 | 40.9
- C#CCn1c(=NC(=O)CS(=O)(=O)c2ccc(OC)cc2)sc2c(OC)ccc(OC)c21
 : i | 0.0335 | 37.3
- NC(=O)Cc1csc(NC(=O)C2CN(c3nc4c(F)cccc4s3)C2)n1
 : i | 0.0725 | 55.3
- O=C(NCC#CCN1CCc2ccccc2C1)c1ccc2cc[nH]c2c1
 : i | 0.0678 | 51.4
- CC(C)OCCCNc1nc2c(c(=O)n(C)c(=O)n2C)n1Cc1ccc(Cl)cc1
 : i | 0.161 | 48.4
- O=C(Cn1ccc2ccccc21)NCc1ccc(OC(F)(F)F)cc1
 : i | 0.085 | 45.3
- O=C(Nc1ccc2c(c1)CCCN2C(=O)c1ccccc1)c1ccco1
 : i | 0.0834 | 54.6
- CCn1c(SCC(=O)Nc2cccc(Cl)c2)nnc1-c1cn(C)nc1OC
 : i | 0.055 | 21.1
- CCCCNC(=O)C(=O)c1cn(CC(=O)N2CCOCC2)c2ccccc12
 : i | 0.106 | 56.6
- CCCn1c(-n2nc(C)cc2C)nc2c1c(=O)n(CC(N)=O)c(=O)n2C
 : i | 0.0484 | 32.3
- CCCNC(=O)Cn1nc2c(c1NC(=O)/C=C\c1ccccc1)CSC2
 : i | 0.0755 | 61.3

Later entries.
mol	AMPAR-TARP mod	AMPAR-TARP mod agonism max-min	AMPAR-TARP mod glutamate slope
CC1Cc2ccccc2N1C(=O)Cc1cc(-c2ccco2)on1 (centres undefined)	i	0.045	46.9
Cc1cc(C)c(S(=O)(=O)N2CCN(Cc3ccccc3)CC2)c(C)c1N(C)S(C)(=O)=O	i	0.103	63.5
O=C(Cn1cccn1)N1CCN(c2ccc(C(F)(F)F)cn2)CC1	i	0.141	58.4
CCOC(=O)CCC(=O)N1CCC(c2nnc(-c3ccc(F)cc3)o2)CC1	i	0.141	50.6
COc1ccc(CN2C(=O)C3(OCCCO3)c3cccc(C)c32)cc1	i	0.0423	51.7
O=C(NCc1ccccc1)N1CCN(c2ccc(-c3ccco3)nn2)CC1	i	0.0959	48.4
O=S(=O)(NCCNc1ccc(Nc2ccncc2)nn1)c1ccccc1C(F)(F)F	i	0.283	52.3
CCCOc1ccc(CC(=O)Nc2ccc(Br)cc2)cc1OC	i	0.0497	56.5
CCc1ccc(OCCS(=O)(=O)Nc2cc(NC(C)=O)ccc2OC)cc1	i	0.14	33.9
COc1ccc(Nc2ncnc3c2oc2ccccc23)c(OC)c1	i	0.108	55.5
CCCCc1ccc(-n2c(C)cn3c4c(=O)n(CCN5CCOCC5)c(=O)n(C)c4nc23)cc1	i	0.0523	44.8
CCOc1ccc(NC(=O)CSc2nccn3nc(-c4ccccc4)cc23)cc1	i	0.141	60.0
COCCn1c(N)c(S(=O)(=O)c2cccc(Cl)c2)c2nc3ccccc3nc21	+	0.217*	52.7*
Cc1ccc(Cn2c(CO)cnc2SCC(=O)Nc2ccc([N+](=O)[O-])cc2)cc1	i	0.13	64.3
CCOc1ccc2ccccc2c1C(=O)Nc1ccc(N2CCCC2=O)cc1	i	0.0928	56.3
COC(=O)COc1ccc2c(c1)O/C(=C\c1cc(OC)c(OC)c(OC)c1)C2=O	i	0.0881	65.5
O=C(Cn1ccc2ccn(Cc3ccccc3)c2c1=O)NCc1ccccc1Cl	i	0.119	56.3
COC(=O)Cn1c(=O)c2c(nc3n(-c4ccccc4C)c(-c4ccccc4)cn23)n(C)c1=O	i	0.0474	56.0
CC(C)NC(=O)CSc1nnnn1-c1ccccc1F	i	0.081&0.0488	54.4&105.8
Fc1ccc(-c2noc(Cc3nc(-c4ccc5c(c4)OCO5)cs3)n2)cc1	i	0.1	55.2
Cc1ccc(-c2ccc(=O)n(CC(=O)Nc3ccc4c(c3)OCO4)n2)c(C)c1	i	0.0452	54.6
CCOc1ccc(CC(=O)N2CCN(c3ccc(-c4ccc5c(c4)OCO5)nn3)CC2)cc1	i	0.0318	37.3
CC(=O)N1CCc2ccc(NC(=O)Nc3ccccc3F)cc21	i	0.175	47.2
CCc1nnc(NS(=O)(=O)c2ccc(NC(=O)c3ccc(Br)s3)cc2)s1	i	0.132	67.9
CCOC(=O)c1c(N2C(=O)CC(Sc3ccccc3C(=O)O)C2=O)sc2c1CCC(C)C2 (centres undefined)	i	0.0886	51.1
COc1ccc(Cn2c(-n3nc(C)cc3C)nc3c2c(=O)[nH]c(=O)n3C)cc1	i	0.1	59.3
Cn1c(=O)c(C(=O)NCc2ccc3c(c2)OCO3)cc2cccnc21	i	0.084	54.3
COC(=O)c1cc(OC)c(OC)cc1N/C=C(/C#N)C(=O)Nc1ccc(F)cc1	i	0.175	50.3
Cc1cc(C)cc(-n2nnc(C(=O)N(C)C3CCS(=O)(=O)C3)c2C)c1 (centres undefined)	i	0.125	59.7
O=C(CCC1CCCCC1)Nc1ccc(S(=O)(=O)Nc2ncccn2)cc1	i	0.0796	47.8
Cc1nn(-c2nc3c(c(=O)n(CCN4CCOCC4)c(=O)n3C)n2C(C)C)c(C)c1C	i	0.0567	82.8
Cc1ccc(-n2nc3c(c2NC(=O)C(=O)NCC(C)C)CS(=O)(=O)C3)cc1	i	0.0445	91.3
O=C(NCc1cccc2ccccc12)NCC1CCN(c2ccccn2)CC1	i	0.0919	63.5
CSc1ccccc1CN1CCC(CNC(=O)C(=O)Nc2cccnc2)CC1	i	0.0942	58.4
COC(=O)c1ccc(C(=O)Nc2nnc(-c3cc(C)n(C)n3)o2)cc1	i	0.113	35.5
CCn1nnc2c(NCc3cccc(OC)c3)ncnc21	i	0.0992	62.7
COc1ccc(NC(=O)C(=O)NCC(c2cccc3ccccc23)N2CCOCC2)cc1OC (centres undefined)	i	0.126	67.8
Cn1cccc1C(CNC(=O)C(=O)Nc1ccc(F)c(Cl)c1)N1CCOCC1 (centres undefined)	i	0.0835	60.5
CCCc1ccc(S(=O)(=O)NCC2CCN(C(C)C)CC2)cc1	i	0.105	53.5
Cc1nc(-c2cccs2)c(CCC(=O)Nc2ccccc2C(C)C)s1	i	0.0424	45.7
Cc1ccccc1N1CC(C)Cn2c1nc1c2c(=O)n(CC(N)=O)c(=O)n1C (centres undefined)	i	0.0625	54.8
COc1ccc(S(=O)(=O)N2CCN(Cc3cc(Br)ccc3OC)CC2)cc1	i	0.0748	35.3
O=C(c1cnc2ccccc2n1)N1CCN(Cc2nc(-c3ccc(F)cc3)cs2)CC1	i	0.138	56.1

Only part of the results is shown, so the mix of outcomes need not match the whole.
